TRb-SRC2 inh: disrupts binding of human TR beta to SRC2; Potency, µM (doses to about 106 µM), for the others: at the top dose activity change, negative = inhibition, hits mostly inhibitors; P10828; actives 0.065% (n = 280,000); AID 1469; TRbeta-SRC2 peptide binding, fluorescence polarization; receptor liganded with 1 µM T3;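 further: potency means the concentration at half of the fitted maximal effect; plate controls were bound peptide for no effect and peptide without receptor for full effect; nearly all actives have a fitted effect of over 50% in size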
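Human TRb ligand-binding domain (0.6 uM) is mixed with 20 nM Texas Red SRC2 peptide and 1 uM T3; after compound addition and 5 hr at ambient temperature, polarization is measured and normalized to unbound and bound controls.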
Tau fluor cs: counter-screen for tau fibril formation inhibitors | tau K18 P301L (four-repeat tau fragment) Alexa594 fluorescence, heparin fibrillization | Potency, µM (highest dose often 57.7 µM), for inactives: at the top dose activity change, negative = decrease | actives 0.93% (n = 280,000) | AID 1463; further: potency means the concentration at half of the fitted maximal effect; on the % scale 0 is the no-effect control and ±100 the full control effect; nearly all actives have a fitted effect of over 55% in size
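Human K18 P301L tau (15 uM unlabeled plus 0.24 uM Alexa 594-labeled, final) in 100 mM sodium acetate pH 7 was mixed with compound and 20 uM heparin and incubated 6 hr at 37 C.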
NPSR antagonist: blocks cAMP signaling of the human neuropeptide S receptor. Potency, µM (top dose mostly 38.3 µM), for inactives: top-dose activity change, negative = inhibition, usual class: inhibitors. Q6W5P4. actives 1% (n = 220,000). CHO-NPSR cells, cAMP TR-FRET, antagonist mode; further: potency means the concentration at half of the fitted maximal effect; on the % scale 0 is the no-effect control and ±100 the full control effect; nearly all actives have a fitted effect of over 50% in size; many of its hits are not listed in these tables
aGal spleen mod: inhibits or activates alpha-galactosidase in human spleen homogenate; P06280; human spleen homogenate, 4MU-alpha-Gal fluorescence, 40 min; Potency, µM (series often up to 80 µM), for inactives: at the highest dose activity change, negative = inhibition, actives largely listed as inhibitors; actives 0.008% (n = 240,000); AID 2107;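 further: potency means the concentration at half of the fitted maximal effect; 0% = enzyme with vehicle and -100% = no enzyme basal signal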
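qHTS titration in buffer at pH 5.0. Alpha-galactosidase activity in spleen homogenate was measured via 4-methylumbelliferone release from 1 mM fluorogenic substrate after 40 min at 37C and a pH 10 stop. AC50 came from Hill fits of control-normalized data.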
CBFb-RUNX1 inh: inhibitors of human CBF-beta and RUNX1 interaction; AlphaScreen CBFb-His/RUNX1-biotin binding, biochemical; Potency, µM (top dose mostly 59.8 µM), inactives show top-dose activity, negative = inhibition, usual class: inhibitors; 230,000 tested, under 10 active; Q01196+Q13951; further: % of control where 0% means no effect
Target sequence (Q01196 whole entry, looked up): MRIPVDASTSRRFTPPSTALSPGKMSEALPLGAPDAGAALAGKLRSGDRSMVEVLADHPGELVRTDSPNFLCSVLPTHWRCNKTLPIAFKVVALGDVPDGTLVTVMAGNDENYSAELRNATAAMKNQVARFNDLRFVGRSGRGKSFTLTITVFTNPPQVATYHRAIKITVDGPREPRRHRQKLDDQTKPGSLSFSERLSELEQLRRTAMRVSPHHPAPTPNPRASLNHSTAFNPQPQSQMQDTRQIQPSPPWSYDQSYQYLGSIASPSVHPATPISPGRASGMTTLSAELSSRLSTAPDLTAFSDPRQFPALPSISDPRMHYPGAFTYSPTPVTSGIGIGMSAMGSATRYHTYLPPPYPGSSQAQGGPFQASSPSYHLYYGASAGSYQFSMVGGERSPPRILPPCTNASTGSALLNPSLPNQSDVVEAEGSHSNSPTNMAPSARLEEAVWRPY
Target sequence (Q13951 whole entry, looked up): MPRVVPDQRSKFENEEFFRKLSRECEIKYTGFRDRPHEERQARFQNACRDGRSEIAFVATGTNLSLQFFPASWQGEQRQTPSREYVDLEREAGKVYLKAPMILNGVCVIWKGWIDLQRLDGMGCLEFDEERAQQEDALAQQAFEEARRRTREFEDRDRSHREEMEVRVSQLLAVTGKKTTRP
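AlphaScreen binding: CBFb-His and RUNX1-biotin (30 nM each) preincubated 20 min, compound added for 15 min, then nickel and streptavidin beads for 90 min, all at room temperature. Disruption of the interaction by any mechanism counts as activity.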
Epigenetic derep: regulators of epigenetic silencing causing reporter derepression in mouse cells; AID 1865; Potency, µM (doses to about 53.9 µM), inactives show top-dose GFP activation, usual class: activators; murine LDR cells, GFP reporter derepression, 30 h; actives 0.2% (n = 280,000); further: potency means the concentration at half of the fitted maximal effect; % of control where 0% means no effect; nearly all actives have a fitted effect of over 60% in size
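In this reporter-derepression format, murine cells bearing a silenced integrated CMV-GFP locus incubate with test compound (30 h, 37 C), then are washed and imaged; fluorescent objects of 20–120 um count as induced cells.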
Tau fibril FP: inhibitors of human tau fibril formation | P10636 | K18 P301L tau heparin fibrillization, Alexa594 FP, 6 h | Potency, µM (top dose mostly 57.7 µM), for inactives: at the top dose activity, negative = inhibition, hits mostly inhibitors | actives 0.39% (n = 280,000) | AID 1468; further: potency means the concentration at half of the fitted maximal effect; on the % scale 0 is the no-effect control and ±100 the full control effect; nearly all actives have a fitted effect of over 55% in size
Target sequence (P10636 561-689 P618L limits assumed): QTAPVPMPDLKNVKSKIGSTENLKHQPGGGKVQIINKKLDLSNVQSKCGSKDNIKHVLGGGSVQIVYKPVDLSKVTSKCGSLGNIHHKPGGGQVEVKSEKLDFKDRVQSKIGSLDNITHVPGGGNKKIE
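Compound effects on tau fibrillization are measured by Alexa 594 fluorescence polarization (ex 555, em 632 nm). K18 P301L tau is used at 15 uM with 0.24 uM labeled tracer, and 20 uM heparin induces aggregation over 6 hr at 37 C.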
TexasRed fluor: Texas Red fluorescence interference in TRb-SRC2 counter-screen. actives 0.29% (n = 280,000). TRb/SRC2 Texas Red total fluorescence interference. Potency, µM (highest dose often 106 µM), inactives show top-dose fluorescence change, negative = quenching. AID 1479; active means well fitted curve in either direction with a large enough effect; inconclusive means small, poorly fitted or top-dose-only effect; further: potency means the concentration at half of the fitted maximal effect; on the % scale 0 is the no-effect control and ±100 the full control effect
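Human TRβ ligand-binding domain (0.6 uM) and Texas Red SRC2 peptide (20 nM) in Tris buffer with 1 uM T3 and 5% DMSO were incubated with pinned compound for 5 hr at ambient temperature. Total fluorescence was computed as S + 2P (555/632 nm).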
* hit, by the source's call; ? = inconclusive; / = not tested or not shown; [ ] = dose if it differs, or a comment. Unless noted, the call rests on the fitted dose curve; in most records, active means well fitted curve in the direction sought with a large enough effect; inconclusive means small, poorly fitted or top-dose-only effect, or another doubt; inactive means no such curve, though single readings can be large; an effect the other way counts as inactive or inconclusive. Not all compounds are listed. The share of hits here may be higher or lower than overall.

No. | Compound | TRb-SRC2 inh | Tau fluor cs | NPSR antagonist | aGal spleen mod | CBFb-RUNX1 inh | Epigenetic derep | Tau fibril FP | TexasRed fluor
1 | COc1ccc(CNC(=O)CC2Oc3ccc(C)cc3NC2=O)cc1 (stereo not given) | -4% | -8% | / | / | / | 0.0% | -6% | 4%
2 | N#CCC(=O)N/N=C/c1ccc(OC2CSC2)cc1 | 1% | -15% | -7% | 9% | -16% | 1.6% | -5% | 3%
3 | COc1ccc(OCc2nc(N)nc(Nc3ccccc3OC)n2)cc1 | -1% | -11% | -18%[46.1 µM] | 6% | -13% | 1.8% | -2% | -2%
4 | CCOc1ccc(OCC)c(NC(=O)CSc2nc3ccccc3c(=O)n2C)c1 | 2% | -7% | ? | 5% | -5% | -0.4% | -1% | -3%
5 | CCOC(=O)c1c(S(=O)(=O)N2CCCC(C(=O)NCc3ccc(F)cc3)C2)c(C)n(CC)c1C (stereo not given) | -8% | -8% | / | / | / | -2.5% | -5% | -3%
6 | Cc1ccc(CNc2nc3ccc(Cl)cc3n3nnnc23)cc1 | -6% | -10% | / | / | / | ? | -9% | -2%
7 | O=C(Nc1ccc(Cl)c(Cl)c1)Nc1ccccc1C(=O)O | 2% | -9% | -25% | -2% | -5% | -2.7% | 0% | -2%
8 | CCn1c(SCC(=O)c2ccc([N+](=O)[O-])cc2)nnc1-c1ccc(Cl)cc1 | 9% | -16% | / | / | / | 0.8% | -5% | 3%
9 | O=C(COc1ccc(F)cc1)Nc1ccc(Cl)c(-c2nc3ccccc3[nH]2)c1 | 5% | ? | / | / | / | -0.8% | 28µM* | 8%
10 | O=C(COC(=O)c1cccnc1Cl)NCc1ccco1 | -3% | -5% | 7% | -9% | -6% | -0.2% | -15% | -2%
11 | Cc1noc(C)c1COC(=O)CN(C)S(=O)(=O)c1ccc(Cl)cc1 | 2% | 0% | -14%[46.1 µM] | 4% | 0% | 0.0% | -1% | 0%
12 | COC(=O)c1nnn(CC(=O)Nc2cccc(Cl)c2C)c1C(=O)OC | 5% | -13% | ? | 3% | -5% | -0.3% | -3% | -4%
13 | Cc1ccc(S(=O)(=O)NC(=O)Nc2ccc(OC(F)F)cc2)cc1 | -1% | -4% | -27% | -13% | -2% | -1.0% | 0% | -8%
14 | CC(C)c1ccccc1NC(=O)COC(=O)COc1ccccc1[N+](=O)[O-] | 2% | -6% | 9% | 3% | 4% | -0.5% | -6% | -1%
15 | O=C(/C=C\Nc1ccccn1)c1ccc(Cl)cc1 | -11% | -14% | -9%[46.1 µM] | 4% | 1% | 0.0% | 1% | -1%
16 | CCOC(=O)C1=CN(CC2CCCO2)C=C(C(=O)OCC)C1c1ccccc1C(F)(F)F (stereo not given) | -3% | -14% | ? | 6% | 1% | -1.9%[10.1 µM] | 4% | -1%
17 | CCOC(=O)N1CCc2c(sc(N)c2C#N)C1 | -7% | -22% | -16% | -2% | 2% | 1.1% | -10% | -4%
18 | C[C@H](NC(=O)c1nc[nH]c1C(=O)NC1CCN(C(=O)OC(C)(C)C)CC1)C(=O)OCc1ccccc1 | -2% | -22% | 27% | 2% | 12% | -2.0% | -1% | 0%
19 | COc1ccc(/C=N/N=C2/CC(C)(C)Cc3n[nH]c(=O)cc32)cc1 | ? | 0% | -7% | 2% | -14% | -1.5% | 0% | 3%
20 | Cc1ccc(S(=O)(=O)NN2Cc3ccccc3C2=N)cc1 | -2% | 3% | 5% | 6% | 3% | -0.2% | 3% | -1%
21 | CC(C)(C)/C(COc1ccccc1[N+](=O)[O-])=N/O | -4% | -2% | -10% | 2% | 3% | -1.3% | -2% | -5%
22 | CC(=O)N1CCC(c2c[nH]c3ccccc23)CC1 | 9% | -12% | -16% | 13% | -11% | 1.6% | 3% | -7%
23 | CC(/C=C1\SC(=O)N(CC(=O)Nc2ccc(O)cc2)C1=O)=C\c1ccccc1 | -14% | -5% | -30% | 0% | 14% | -1.0% | -8% | -1%
24 | Cc1ccc(S(=O)(=O)n2nc(-c3ccco3)nc2NCc2ccc(N(C)C)cc2)cc1 | -1% | ? | / | / | / | 1.6% | 10% | 5%
25 | O=C(NCC(c1ccc2c(c1)OCO2)N1CCN(c2ccccc2)CC1)c1ccc(F)c(F)c1 (stereo not given) | 5% | ? | / | / | / | 0.0% | 6% | -2%
26 | O=C(Oc1ccccc1)c1ccc2nsnc2c1 | -8% | -25% | -11%[46.1 µM] | -7% | 13% | -2.6% | -3% | -2%
27 | COc1ccc(CNC(=O)CCCN2C(=O)CSc3c2c(C)nn3-c2ccccc2)c(OC)c1 | -6% | 1% | / | / | / | 0.0% | 9% | -5%
28 | Cc1cc(Br)ccc1NC(=O)c1cnc(N2CCN(c3ccccn3)CC2)c2ccccc12 | 3% | -14% | -12% | 6% | 2% | -0.4% | -8% | -1%
29 | O=C(NNC(=S)NC(=O)c1ccccc1[N+](=O)[O-])c1ccccc1Cl | 1% | 2% | 4% | 1% | -15% | 0.1% | -4% | 1%
30 | CCOc1ccccc1NC(=O)NCc1ccc(F)cc1 | -8% | -10% | 9% | 0% | 9% | -0.4% | -11% | -4%
31 | CC(=O)N(C(C)=O)C1=C(C#N)C2(CCCCC2)Cc2ccccc21 | 6% | -7% | -25%[46.1 µM] | 1% | 1% | -0.9% | -13% | 1%
32 | Cc1cc(C)c2nc(N(Cc3cccnc3)C(=O)c3cccs3)sc2c1 | -6% | -15% | / | / | / | 2.5% | -5% | 0%
33 | COC(=O)Cc1c(O)ccn(Cc2ccc(Cl)c(Cl)c2)c1=O | 3% | 9% | 8% | -2% | 1% | -2.5% | 3% | -3%
34 | COc1cc(/C=C/C(=O)c2ccc(O)cc2O)ccc1O | 12% | / | / | 4% | 12% | / | / | -12%
35 | Cc1ccsc1/C=N/NC(=O)CC(=O)NCC(C)C | 4% | -4% | 3% | -3% | 7% | -5.3% | -10% | 0%
36 | CCCn1cnc2scc(-c3ccc(C)cc3)c2c1=O | 4% | -12% | 6% | -3% | 4% | 0.0% | -5% | 0%
37 | CCOc1ccc(/C=C2\N=C(c3cccs3)OC2=O)cc1OC | 1% | 3% | -28% | -5% | -2% | 2.3% | -2% | -1%
38 | CSCCC(NC(=O)c1ccccc1)C(=O)Nc1ccc(C)cc1 (stereo not given) | 11% | 3% | 10% | 4% | -5% | 0.0% | 0% | -1%
39 | COc1cccc(-n2ccnc2SCC(=O)N2CCc3ccccc32)c1 | -8% | -1% | -8%[46.1 µM] | -5% | -10% | -14% | -5% | 1%
40 | Nc1ccc([N+](=O)[O-])c(N)c1 | 2% | / | / | 1% | -6%[21.7 µM] | / | / | -3%
41 | COc1c2c(cc3c1C(c1c(O)c4ccccc4oc1=O)N(C)CC3)OCO2 (stereo not given) | 7% | -16% | / | -1% | -6% | 0.0% | 4% | -2%
42 | Cc1cccc(C(=O)NC2CCN(CC(=O)NCc3cccs3)CC2)c1 | 1% | 3% | 4% | -15% | -2% | -7.6% | 8% | -2%
43 | Cc1ccccc1-n1c(=O)cc(N2CCCCCC2)[nH]c1=O | 1% | -5% | -16%[46.1 µM] | -3% | 9% | 1.0% | -4% | -5%
44 | CC(C)(C)CC(=O)Nc1nnc2n1CCS2 | 0% | -13% | / | / | / | 7.8% | -1% | 2%
45 | CCCc1nc2sc3c(=O)[nH]cnc3c2c2c1CCCC2 | -4% | -9% | 49% | -3% | 6% | 2.4% | 7% | 0%
46 | COc1ccc(CCNc2nc3cc(OC)c(OC)cc3c3nc(-c4cccnc4)nn23)cc1OC | -1% | -9% | / | / | / | 2.2% | 1% | -1%
47 | CC(=O)Nc1cc(C(=O)N(C)Cc2ccco2)ccc1Sc1ccc(C)cc1 | -1% | 4% | -21%[46.1 µM] | -15% | -4% | 0.0% | 4% | 4%
48 | COC(=O)c1sc2cccc(F)c2c1S(=O)(=O)N1CCN(c2cccc(C)c2)C(C)C1 (stereo not given) | -6% | -26% | / | / | / | 0.0% | -7% | 2%
49 | O=C(Nc1ccc(-c2ccc3nncn3n2)cc1)c1ccc(Br)o1 | -3% | -16% | -3% | 2% | ? | 5.3% | 5% | -1%
50 | CC(Nc1n[nH]c(=S)[nH]c1=O)C(=O)OCc1ccccc1 (stereo not given) | -10% | -3% | -23%[46.1 µM] | 5% | -2% | -2.5% | -7% | -3%
51 | Cc1ccc2c(c1)c(C)cc(=O)n2CCC(=O)O | -6% | -9% | 10%[7.67 µM] | 5% | -29% | 1.0% | -2% | 1%
52 | Cc1ccc(-c2csc3nc(C)n(-n4c(C)ccc4C)c(=O)c23)o1 | -3% | -8% | -15%[46.1 µM] | 7% | -11% | ? | -4% | 0%
53 | Cc1cc2oc(C(=O)Nc3ccc(S(=O)(=O)Nc4onc(C)c4C)cc3)cc(=O)c2cc1Cl | -6% | ? | 9% | 4% | -5% | -0.4% | 10% | -9%
54 | Cc1c(C(=O)O)cccc1[N+](=O)[O-] | 7% | / | / | 8% | 10%[21.7 µM] | / | / | 0%
55 | CCCC(=O)N1c2ccccc2[C@@H](N(C(C)=O)c2ccccc2)C[C@H]1C | 5% | 8% | -8%[46.1 µM] | 2% | 2% | 0.0% | 1% | 1%
56 | O=C(Nc1ccccc1)Nc1nc(-c2ccc(F)cc2)cs1 | 1% | -13% | -3% | 1% | -3% | -1.9% | -2% | -1%
57 | CSc1cccc(NC(=S)N(CCCN2CCCC2)Cc2cccs2)c1 | -1% | -24% | -23% | -18% | -7% | 1.5% | ? | -2%
58 | Cc1ccc(Cc2nc(-c3ccncc3)no2)cc1 | -3% | 2% | 2% | 1% | 17% | -1.5% | 3% | 0%
59 | COc1ccccc1NC(=O)C1=C(C)Nc2nc(SCc3ccc(Cl)cc3)nn2C1c1ccccc1Cl (stereo not given) | -1% | -17% | / | / | / | -1.8% | ? | 7%

Screening results (PubChem)
